M5 PAM = positive allosteric modulators of human muscarinic M5 receptor; P08912; CHO-K1 hM5, Fluo-8 calcium, ACh EC20 PAM; 0% = ACh EC20, 100% = ACh EC100; activation, % at 3 µM; actives 0.3% (n = 360,000); AID 624038;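 active means activation above the run cutoff, the mean activation of all test compounds plus 3 SD, cut at about 18% in these data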
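Test system: CHO-K1 hM5 cells / Doses: single-point, 3 µM nominal / Times: Post-acetylcholine fluorescence recording 140 s / Technique: Fluo-8 calcium fluorescence / Measure: Max/basal fluorescence ratio as % of EC20–EC100 ACh window / Benchmarks: low control EC20 acetylcholine (0%), high control EC100 acetylcholine (100%) / Replicates: one well per compound, no replicates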
CRFBP-R2 block = CRF-BP/CRF-R2 complex antagonism. AID 588475. inhibition, % at 11.8 µM. HEK293 CRF-R2/CRF-BP, CRF-induced calcium fluorescence. actives 0.59% (n = 350,000);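 active means inhibition of the ligand-induced calcium signal above about 50% at the single tested concentration, limit read from the data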
M1 PAM = human CHRM1 positive allosteric modulation | actives 0.088% (n = 360,000) | CHO-K1 hM1, Fluo-8 calcium fluorescence, ACh EC20; 0% = ACh EC20, 100% = maximal ACh | activation, % at 3 µM; in the data active means activation above about 19%, passing the limit was not always enough
Target sequence (P11229 whole entry, looked up): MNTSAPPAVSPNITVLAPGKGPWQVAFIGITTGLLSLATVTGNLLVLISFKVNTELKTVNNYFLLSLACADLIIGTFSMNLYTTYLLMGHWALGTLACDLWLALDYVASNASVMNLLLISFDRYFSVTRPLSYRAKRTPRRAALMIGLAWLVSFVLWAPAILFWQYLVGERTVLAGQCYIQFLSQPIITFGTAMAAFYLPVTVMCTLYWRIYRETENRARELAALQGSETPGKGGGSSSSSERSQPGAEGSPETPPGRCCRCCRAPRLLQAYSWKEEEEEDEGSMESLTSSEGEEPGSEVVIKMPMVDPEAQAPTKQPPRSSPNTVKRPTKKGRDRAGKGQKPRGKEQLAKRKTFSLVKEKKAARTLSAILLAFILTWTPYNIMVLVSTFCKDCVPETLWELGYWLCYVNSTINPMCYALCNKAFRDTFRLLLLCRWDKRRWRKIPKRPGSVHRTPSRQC
M4 PAM = positive allosteric modulators of human muscarinic M4 receptor; P08173; CHO-K1 hM4/Gqi5, Fluo-8 calcium fluorescence, ACh EC20; 0% = ACh EC20, 100% = maximal ACh; activation, % at 3 µM; actives 0.4% (n = 360,000); AID 624126;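 active means activation above its plate's cutoff, the mean activation of sample wells plus 3 SD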; further: some results filed as inactive read as strong as hits
Target sequence (P08173 whole entry, looked up): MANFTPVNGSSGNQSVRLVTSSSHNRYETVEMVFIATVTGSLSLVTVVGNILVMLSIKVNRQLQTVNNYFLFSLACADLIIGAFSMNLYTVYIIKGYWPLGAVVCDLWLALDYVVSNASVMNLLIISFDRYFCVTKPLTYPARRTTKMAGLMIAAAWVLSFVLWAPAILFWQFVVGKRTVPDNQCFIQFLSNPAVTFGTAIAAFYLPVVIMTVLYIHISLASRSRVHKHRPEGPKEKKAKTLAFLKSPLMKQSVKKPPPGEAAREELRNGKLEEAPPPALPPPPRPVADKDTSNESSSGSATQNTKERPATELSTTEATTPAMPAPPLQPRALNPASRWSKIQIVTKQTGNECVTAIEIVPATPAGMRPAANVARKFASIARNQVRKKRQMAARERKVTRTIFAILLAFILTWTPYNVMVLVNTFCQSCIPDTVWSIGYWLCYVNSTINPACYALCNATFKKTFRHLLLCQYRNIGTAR
CHRM4 agonist = agonists of human muscarinic M4 receptor (CHRM4); CHO-K1 hM4/Gqi5, Fluo-8 calcium fluorescence; vehicle 0%, full acetylcholine response 100%; activation, % at 3 µM; actives 0.14% (n = 360,000); P08173; AID 624127;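 active means activation above the run mean over all test wells plus 3 SD, cut at about 32% in these data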;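 further: peak over basal fluorescence ratio per well then scaled between controls; 0% = DMSO wells and 100% = acetylcholine at EC100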
CHRM5 agonist = agonists of human muscarinic M5 receptor (CHRM5). P08912. actives 0.19% (n = 360,000). CHO-K1 hM5 cells, Fluo-8 calcium fluorescence; 0% DMSO wells, 100% maximal acetylcholine response. AID 624037. activation, % at 3 µM;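 active means activation above the run's mean over test compounds plus 3 SD, cut at about 23% in these data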;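 further: signal is peak over basal fluorescence ratio across the kinetic read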
CRFR2-BP ag = agonists of human CRF-binding protein/CRF-R2 receptor complex; HEK293 CRF-R2/CRF-BP, calcium dye fluorescence (FLIPR); percent of saturating CRF peptide response; activation, % at 13.2 µM; actives 0.46% (n = 350,000);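 active means activation of at least 50%, plus an integration ratio under a set limit after plate pattern correction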;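 further: plate controls were neutral control wells without compound for no effect and CRF at EC100 for full effect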
M4 antag = blocks acetylcholine activation of human M4 receptor; P08173; CHO-hM4 cells, ACh EC80, Fluo-8 calcium fluorescence; inhibition, % at 3 µM; actives 0.73% (n = 360,000); AID 624125;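 active means inhibition above its plate's cutoff, the mean inhibition of sample wells plus 3 SD, cut at about 27% in these data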;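 further: 0% = acetylcholine EC80 with DMSO and 100% = DMSO without agonist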
M5 antag = blocks acetylcholine activation of human M5 receptor. P08912. inhibition, % at 3 µM. actives 0.59% (n = 360,000). CHO-hM5 cells, Fluo-8 calcium fluorescence, ACh EC80;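 active means inhibition above a per-plate cutoff, the mean of that plate's test compounds plus 3 SD, cut at about 27% in these data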;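 further: 0% = acetylcholine EC80 with DMSO and 100% = DMSO without agonist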
An asterisk follows results filed as active.

What do the screens show for `COC(=O)c1ccccc1NC(=O)c1ccc(COc2ccc(C)c(C)c2)o1`?
M5 PAM: -6; CRFBP-R2 block: 17; M1 PAM: 1; M4 PAM: 4; CHRM4 agonist: 1; CHRM5 agonist: 0; CRFR2-BP ag: 3.4; M4 antag: 1; M5 antag: 1

Results for Cc1cc(-c2nnc(SCC(=O)Nc3ccc(C(F)(F)F)cc3)n2C)no1 ?
M5 PAM: -3; CRFBP-R2 block: -5; M1 PAM: 7; M4 PAM: 1; CHRM4 agonist: -1; CHRM5 agonist: -3; CRFR2-BP ag: -0.6; M4 antag: 0; M5 antag: 14

Results for COc1cccc(C(=O)NCCSc2c(C)[nH]c3ccccc23)c1OC ?
M5 PAM: -8; CRFBP-R2 block: 12; M1 PAM: -2; M4 PAM: 6; CHRM4 agonist: 10; CHRM5 agonist: -5; CRFR2-BP ag: -1.0; M4 antag: 2; M5 antag: 3

Results for NC(=O)c1c(C(F)(F)F)cc(-c2ccccc2)nc1NCCO ?
M5 PAM: -2; CRFBP-R2 block: -8; M1 PAM: 5; M4 PAM: -1; CHRM4 agonist: 0; CHRM5 agonist: 0; CRFR2-BP ag: 2.5; M4 antag: -1; M5 antag: 4

What do the screens show for `CCCCN1C2CCCC1CC(NC(=O)c1ccc(OC)c(OC)c1)C2` (stereo not given)?
M5 PAM: 11; CRFBP-R2 block: -5; M1 PAM: 12; M4 PAM: 8; CHRM4 agonist: 1; CHRM5 agonist: -6; CRFR2-BP ag: 0.0; M4 antag: -2; M5 antag: -7

Results for Cc1cccc(-n2ncc3c2CCCC3NC(=O)c2ccncc2)c1C (stereo not given) ?
M5 PAM: -12; CRFBP-R2 block: -9; M1 PAM: -10; M4 PAM: -6; CHRM4 agonist: 12; CHRM5 agonist: 7; CRFR2-BP ag: 0.7; M4 antag: -7; M5 antag: 13

Results for COCCNC(=O)[C@H](CSCc1ccccc1)N1Cc2ccccc2C1=O ?
M5 PAM: 4; CRFBP-R2 block: -13; M1 PAM: 2; M4 PAM: -5; CHRM4 agonist: 2; CHRM5 agonist: 1; CRFR2-BP ag: 4.4; M4 antag: -3; M5 antag: 2

What do the screens show for `COc1ccc2nc(N(CCN(C)C)C(=O)/C=C/c3cccs3)sc2c1`?
M5 PAM: -3; CRFBP-R2 block: -21; M1 PAM: 6; M4 PAM: -1; CHRM4 agonist: 6; CHRM5 agonist: -3; CRFR2-BP ag: 0.9; M4 antag: 6; M5 antag: 6

Results for Cn1c(N)c(C(=O)COC(=O)CCC2CCCC2)c(=O)n(C)c1=O ?
M5 PAM: 3; CRFBP-R2 block: 1; M1 PAM: 5; M4 PAM: 0; CHRM4 agonist: 8; CHRM5 agonist: -7; CRFR2-BP ag: 3.1; M4 antag: -11; M5 antag: -8

How did CC(=NNC(=S)N1CCCCCC1)c1cccc2cccnc12 do in these assays?
M5 PAM: 1; CRFBP-R2 block: 24; M1 PAM: -2; M4 PAM: -3; CHRM4 agonist: 1; CHRM5 agonist: -4; CRFR2-BP ag: -4.0; M4 antag: -5; M5 antag: 5

What do the screens show for `COc1cc(/C=C2\SC(=S)N(NC(=O)c3ccc(O)cc3)C2=O)ccc1O`?
M5 PAM: -20; CRFBP-R2 block: -53; M1 PAM: -13; M4 PAM: -23; CHRM4 agonist: 94*; CHRM5 agonist: 60*; CRFR2-BP ag: 53*; M4 antag: 27*; M5 antag: 24

Results for O=C(CCN1C(=O)C2C3C=CC(C3)C2C1=O)Nc1nccs1 (stereo not given) ?
M5 PAM: 0; CRFBP-R2 block: -9; M1 PAM: 0; M4 PAM: 0; CHRM4 agonist: 0; CHRM5 agonist: -3; CRFR2-BP ag: 2.3; M4 antag: 0; M5 antag: -8

What do the screens show for `COc1ccc(-c2nc(CS(=O)CC(=O)NCCN3CCCCC3C)c(C)o2)cc1OC` (stereo not given)?
M5 PAM: 2; CRFBP-R2 block: 6; M1 PAM: 1; M4 PAM: -3; CHRM4 agonist: 1; CHRM5 agonist: -5; CRFR2-BP ag: -1.1; M4 antag: -4; M5 antag: 3

What do the screens show for `CC(Oc1ccc(Br)cc1)C(=O)Nc1ccc(S(=O)(=O)Nc2nccs2)cc1` (stereo not given)?
M5 PAM: 12; CRFBP-R2 block: -32; M1 PAM: 3; M4 PAM: 8; CHRM4 agonist: 11; CHRM5 agonist: 14; CRFR2-BP ag: 29; M4 antag: 1; M5 antag: 5

Results for COc1ccc(Cn2nnnc2CN2CCCCCC2)cc1 ?
M5 PAM: -2; CRFBP-R2 block: 17; M1 PAM: -6; M4 PAM: -4; CHRM4 agonist: 1; CHRM5 agonist: -1; CRFR2-BP ag: -2.4; M4 antag: -5; M5 antag: 0

How did COc1ccc(S(=O)(=O)N(CC(=O)NC2CC2)c2ccc(C)cc2)cc1 do in these assays?
M5 PAM: -1; CRFBP-R2 block: -16; M1 PAM: 12; M4 PAM: 12; CHRM4 agonist: 2; CHRM5 agonist: -2; CRFR2-BP ag: -1.3; M4 antag: -16; M5 antag: -5

How did CC(=O)Nc1ccc(S(=O)(=O)N(C)CC(=O)OCC(=O)c2cc(C)n(-c3ccc4c(c3)OCO4)c2C)cc1 do in these assays?
M5 PAM: -8; CRFBP-R2 block: 15; M1 PAM: -6; M4 PAM: -12; CHRM4 agonist: 9; CHRM5 agonist: 0; CRFR2-BP ag: -1.4; M4 antag: 8; M5 antag: 4

What do the screens show for `COC(=O)c1ccccc1NC(=S)N1CCN(c2ccccc2)CC1`?
M5 PAM: 7; CRFBP-R2 block: 1; M1 PAM: 4; M4 PAM: 9; CHRM4 agonist: 0; CHRM5 agonist: -5; CRFR2-BP ag: -1.3; M4 antag: -3; M5 antag: -1

Results for Cc1ccc(N(CC(=O)N2CCCC2)S(C)(=O)=O)c(C)c1 ?
M5 PAM: -3; CRFBP-R2 block: -11; M1 PAM: 4; M4 PAM: -4; CHRM4 agonist: 0; CHRM5 agonist: -1; CRFR2-BP ag: -0.2; M4 antag: -2; M5 antag: 9

How did Nc1nc(SCC(=O)N2CCc3ccccc32)[nH]c(=O)c1-c1ccccc1 do in these assays?
M5 PAM: -13; CRFBP-R2 block: -22; M1 PAM: 2; M4 PAM: -5; CHRM4 agonist: 4; CHRM5 agonist: 3; CRFR2-BP ag: -2.7; M4 antag: 1; M5 antag: 11

Gathered by group: the entries above containing two or more sulfur atoms
What do the screens show for `COc1ccc2nc(N(CCN(C)C)C(=O)/C=C/c3cccs3)sc2c1`?
M5 PAM: -3; CRFBP-R2 block: -21; M1 PAM: 6; M4 PAM: -1; CHRM4 agonist: 6; CHRM5 agonist: -3; CRFR2-BP ag: 0.9; M4 antag: 6; M5 antag: 6

What do the screens show for `COc1cc(/C=C2\SC(=S)N(NC(=O)c3ccc(O)cc3)C2=O)ccc1O`?
M5 PAM: -20; CRFBP-R2 block: -53; M1 PAM: -13; M4 PAM: -23; CHRM4 agonist: 94*; CHRM5 agonist: 60*; CRFR2-BP ag: 53*; M4 antag: 27*; M5 antag: 24

What do the screens show for `CC(Oc1ccc(Br)cc1)C(=O)Nc1ccc(S(=O)(=O)Nc2nccs2)cc1` (stereo not given)?
M5 PAM: 12; CRFBP-R2 block: -32; M1 PAM: 3; M4 PAM: 8; CHRM4 agonist: 11; CHRM5 agonist: 14; CRFR2-BP ag: 29; M4 antag: 1; M5 antag: 5

The listing picks up with the 2 entries that preceded the break.
Results for Cc1ccc(N(CC(=O)N2CCCC2)S(C)(=O)=O)c(C)c1 ?
M5 PAM: -3; CRFBP-R2 block: -11; M1 PAM: 4; M4 PAM: -4; CHRM4 agonist: 0; CHRM5 agonist: -1; CRFR2-BP ag: -0.2; M4 antag: -2; M5 antag: 9

How did Nc1nc(SCC(=O)N2CCc3ccccc32)[nH]c(=O)c1-c1ccccc1 do in these assays?
M5 PAM: -13; CRFBP-R2 block: -22; M1 PAM: 2; M4 PAM: -5; CHRM4 agonist: 4; CHRM5 agonist: 3; CRFR2-BP ag: -2.7; M4 antag: 1; M5 antag: 11

How did CCCN(C(=O)C1=COCCO1)c1c(N)n(Cc2ccccc2)c(=O)[nH]c1=O do in these assays?
M5 PAM: 11; CRFBP-R2 block: 6; M1 PAM: 6; M4 PAM: 2; CHRM4 agonist: 1; CHRM5 agonist: 4; CRFR2-BP ag: -0.2; M4 antag: 5; M5 antag: -3

What do the screens show for `O=C(CN1CCN(c2cccc(C(F)(F)F)c2)CC1)Nc1ccc2c(c1)OCCCO2`?
M5 PAM: -2; CRFBP-R2 block: 8; M1 PAM: -2; M4 PAM: -1; CHRM4 agonist: 0; CHRM5 agonist: -4; CRFR2-BP ag: -0.4; M4 antag: -7; M5 antag: 8

How did Cc1ccc(N2C(=O)[C@@H]3C(C(=O)CN4C(=O)c5ccccc5C4=O)=NN[C@@H]3C2=O)c(C)c1 do in these assays?
M5 PAM: -3; CRFBP-R2 block: -21; M1 PAM: 7; M4 PAM: 1; CHRM4 agonist: 1; CHRM5 agonist: -2; CRFR2-BP ag: 0.1; M4 antag: -1; M5 antag: 8

What do the screens show for `O=C(Nc1nncs1)c1cccc(S(=O)(=O)N2CCOCC2)c1`?
M5 PAM: 4; CRFBP-R2 block: -31; M1 PAM: 10; M4 PAM: 2; CHRM4 agonist: 0; CHRM5 agonist: 6; CRFR2-BP ag: 0.2; M4 antag: 8; M5 antag: -2

What do the screens show for `O=C(NC(=S)N1CCCC(C(F)(F)F)C1)c1ccc(F)cc1` (stereo not given)?
M5 PAM: -1; CRFBP-R2 block: -6; M1 PAM: 7; M4 PAM: -4; CHRM4 agonist: 0; CHRM5 agonist: -4; CRFR2-BP ag: 1.7; M4 antag: 12; M5 antag: 7

Results for Cc1cc(NCc2ccccc2)nc(N2CCOCC2)n1 ?
M5 PAM: -3; CRFBP-R2 block: 15; M1 PAM: -5; M4 PAM: 7; CHRM4 agonist: 3; CHRM5 agonist: -3; CRFR2-BP ag: -2.3; M4 antag: 3; M5 antag: 2

What do the screens show for `O=C(CSc1nnc(NC(=O)c2c(F)cccc2F)s1)Nc1ccc(F)cc1`?
M5 PAM: 5; CRFBP-R2 block: 7; M1 PAM: 10; M4 PAM: 3; CHRM4 agonist: 4; CHRM5 agonist: 2; CRFR2-BP ag: -0.7; M4 antag: -8; M5 antag: -3

How did Cn1cccc1/C=C1\SC(=S)N(NC(=O)c2ccc(Cl)cc2)C1=O do in these assays?
M5 PAM: -7; CRFBP-R2 block: -13; M1 PAM: -1; M4 PAM: 2; CHRM4 agonist: 6; CHRM5 agonist: 1; CRFR2-BP ag: 0.7; M4 antag: -4; M5 antag: 9

How did COc1ccc(NS(=O)(=O)c2cccc(C(=O)O)c2)cc1S(=O)(=O)N1CCCCC1 do in these assays?
M5 PAM: 11; CRFBP-R2 block: 2; M1 PAM: 13; M4 PAM: 4; CHRM4 agonist: 0; CHRM5 agonist: -2; CRFR2-BP ag: -0.1; M4 antag: -7; M5 antag: 13

How did CSc1ccccc1OCc1cc(C(=O)N2CCCC2c2nonc2C)no1 (stereo not given) do in these assays?
M5 PAM: -5; CRFBP-R2 block: 7; M1 PAM: 0; M4 PAM: -5; CHRM4 agonist: 5; CHRM5 agonist: 1; CRFR2-BP ag: -1.5; M4 antag: -11; M5 antag: -3

How did Cc1nnsc1NC(=O)OCC(C)C do in these assays?
M5 PAM: 0; CRFBP-R2 block: 11; M1 PAM: -4; M4 PAM: 11; CHRM4 agonist: 1; CHRM5 agonist: -5; CRFR2-BP ag: -2.2; M4 antag: 0; M5 antag: -4

How did NC(=O)C1CCN(C(=O)CCn2c(=O)oc3ccccc32)CC1 do in these assays?
M5 PAM: -6; CRFBP-R2 block: -9; M1 PAM: 7; M4 PAM: 1; CHRM4 agonist: 3; CHRM5 agonist: 6; CRFR2-BP ag: 7.0; M4 antag: -3; M5 antag: 10
